Screening data deposited in PubChem BioAssay by University of Kansas High Throughput Screening Laboratory.
Pf apPOL inh: Pf-apPOL inhibitors, biochemical, fluorescence; Plasmodium falciparum apicoplast DNA polymerase (apPOL); inhibition, % at 10 µM; Recombinant Pf-apPOL, molecular beacon fluorescence, 1.5 h; 210,000 tested, 0.25% active
mHTT CaM bind: mutant huntingtin-calmodulin interaction inhibitors – biochemical, AlphaScreen, primary screen; P42858; AlphaScreen His-mHTT/GST-CaM binding, luminescence; inhibition, % at 15 µM; 190,000 tested, 3.6% active;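 also: 0% = both proteins with DMSO and 100% = one protein alone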
Target sequence (P42858 whole entry, looked up, stated change not applied): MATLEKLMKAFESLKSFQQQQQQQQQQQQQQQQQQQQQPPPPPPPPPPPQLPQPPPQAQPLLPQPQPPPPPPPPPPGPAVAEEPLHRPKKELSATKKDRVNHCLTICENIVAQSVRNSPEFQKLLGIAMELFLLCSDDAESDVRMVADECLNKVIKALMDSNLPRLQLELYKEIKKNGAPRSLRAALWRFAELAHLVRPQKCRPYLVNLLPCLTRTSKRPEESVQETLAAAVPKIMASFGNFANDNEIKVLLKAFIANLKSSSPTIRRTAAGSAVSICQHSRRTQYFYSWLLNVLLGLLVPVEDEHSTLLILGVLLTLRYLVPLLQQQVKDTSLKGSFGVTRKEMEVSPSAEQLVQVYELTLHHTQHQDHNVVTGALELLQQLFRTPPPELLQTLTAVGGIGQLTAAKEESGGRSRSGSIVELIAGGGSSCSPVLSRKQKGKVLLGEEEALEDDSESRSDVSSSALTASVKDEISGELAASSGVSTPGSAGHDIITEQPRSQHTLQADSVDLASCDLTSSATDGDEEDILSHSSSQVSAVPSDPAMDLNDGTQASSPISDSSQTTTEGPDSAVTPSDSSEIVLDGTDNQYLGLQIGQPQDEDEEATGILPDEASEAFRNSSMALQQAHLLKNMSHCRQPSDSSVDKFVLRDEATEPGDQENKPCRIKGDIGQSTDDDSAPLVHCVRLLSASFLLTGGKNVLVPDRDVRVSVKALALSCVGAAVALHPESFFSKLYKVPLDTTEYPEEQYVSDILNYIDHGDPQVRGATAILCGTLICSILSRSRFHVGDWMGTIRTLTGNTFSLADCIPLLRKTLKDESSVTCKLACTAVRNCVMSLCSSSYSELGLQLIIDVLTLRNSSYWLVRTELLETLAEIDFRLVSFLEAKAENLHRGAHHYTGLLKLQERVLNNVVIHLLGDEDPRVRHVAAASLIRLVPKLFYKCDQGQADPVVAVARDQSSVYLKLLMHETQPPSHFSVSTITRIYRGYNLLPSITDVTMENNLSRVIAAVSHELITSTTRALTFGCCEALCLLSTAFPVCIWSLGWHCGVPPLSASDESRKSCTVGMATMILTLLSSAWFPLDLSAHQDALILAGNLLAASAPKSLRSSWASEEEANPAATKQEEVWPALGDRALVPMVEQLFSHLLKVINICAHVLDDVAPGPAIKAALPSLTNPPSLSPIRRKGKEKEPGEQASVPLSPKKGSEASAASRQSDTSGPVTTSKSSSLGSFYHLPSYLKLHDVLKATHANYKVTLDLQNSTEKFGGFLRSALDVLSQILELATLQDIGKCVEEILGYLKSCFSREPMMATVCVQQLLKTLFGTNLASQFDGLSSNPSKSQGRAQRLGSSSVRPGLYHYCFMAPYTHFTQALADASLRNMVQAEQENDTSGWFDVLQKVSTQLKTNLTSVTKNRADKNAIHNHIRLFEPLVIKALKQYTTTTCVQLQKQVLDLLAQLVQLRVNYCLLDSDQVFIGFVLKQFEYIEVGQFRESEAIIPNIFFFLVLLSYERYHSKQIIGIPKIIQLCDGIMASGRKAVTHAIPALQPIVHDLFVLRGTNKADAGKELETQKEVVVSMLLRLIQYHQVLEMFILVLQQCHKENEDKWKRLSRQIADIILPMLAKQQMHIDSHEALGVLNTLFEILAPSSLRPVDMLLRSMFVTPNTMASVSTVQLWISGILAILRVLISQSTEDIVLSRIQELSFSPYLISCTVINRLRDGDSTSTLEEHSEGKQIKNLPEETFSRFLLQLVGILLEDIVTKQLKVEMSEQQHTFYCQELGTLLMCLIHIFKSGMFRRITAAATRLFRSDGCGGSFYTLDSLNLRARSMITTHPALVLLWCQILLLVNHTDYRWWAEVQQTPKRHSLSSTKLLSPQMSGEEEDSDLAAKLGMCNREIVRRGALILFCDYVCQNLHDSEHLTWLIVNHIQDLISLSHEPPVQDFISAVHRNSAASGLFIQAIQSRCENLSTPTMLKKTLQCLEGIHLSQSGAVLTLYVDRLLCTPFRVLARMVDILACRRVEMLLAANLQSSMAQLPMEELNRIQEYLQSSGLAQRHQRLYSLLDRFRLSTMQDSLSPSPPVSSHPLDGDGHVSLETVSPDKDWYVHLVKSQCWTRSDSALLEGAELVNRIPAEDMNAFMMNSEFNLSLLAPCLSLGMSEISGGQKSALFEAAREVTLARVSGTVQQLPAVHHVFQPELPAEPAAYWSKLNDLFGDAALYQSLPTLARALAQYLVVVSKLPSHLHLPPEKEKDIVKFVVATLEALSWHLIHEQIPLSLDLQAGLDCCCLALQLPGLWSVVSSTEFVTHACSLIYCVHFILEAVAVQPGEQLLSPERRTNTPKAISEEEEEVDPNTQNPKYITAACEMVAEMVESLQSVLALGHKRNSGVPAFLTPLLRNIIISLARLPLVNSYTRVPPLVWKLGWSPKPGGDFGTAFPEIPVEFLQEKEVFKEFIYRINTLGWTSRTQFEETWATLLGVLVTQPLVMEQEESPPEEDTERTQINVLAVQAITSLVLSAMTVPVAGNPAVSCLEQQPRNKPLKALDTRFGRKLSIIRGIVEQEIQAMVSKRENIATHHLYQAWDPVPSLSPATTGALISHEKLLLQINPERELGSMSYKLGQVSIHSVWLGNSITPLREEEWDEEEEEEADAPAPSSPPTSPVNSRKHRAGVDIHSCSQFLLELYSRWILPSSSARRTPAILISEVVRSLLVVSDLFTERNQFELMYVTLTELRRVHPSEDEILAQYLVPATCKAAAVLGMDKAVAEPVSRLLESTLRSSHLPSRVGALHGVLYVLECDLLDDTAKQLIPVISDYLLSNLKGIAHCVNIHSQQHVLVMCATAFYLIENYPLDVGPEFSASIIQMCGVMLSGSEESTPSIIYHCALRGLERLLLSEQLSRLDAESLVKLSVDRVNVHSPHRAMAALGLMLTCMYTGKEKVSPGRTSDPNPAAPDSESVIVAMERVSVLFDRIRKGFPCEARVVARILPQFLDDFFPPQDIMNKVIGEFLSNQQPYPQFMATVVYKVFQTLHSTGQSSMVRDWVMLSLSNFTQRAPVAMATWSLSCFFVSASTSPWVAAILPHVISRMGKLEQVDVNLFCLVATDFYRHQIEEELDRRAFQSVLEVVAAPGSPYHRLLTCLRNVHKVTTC
Starred values were filed as active, the others as inactive; i = inactive; . = no result given; & = joins results of further samples. Rule as the data show it: active = inhibition above about 50%; inactive = the rest.

Every second line gives: mHTT CaM bind, Pf apPOL inh
O=C(CN1C(=O)c2ccccc2C1=O)c1ccc(Cl)c(Cl)c1
  ., -4&-7
CCc1ccc2oc(-c3cc(N=Cc4ccccc4[N+](=O)[O-])ccc3O)nc2c1
  18, 2
CN(CC(=O)NCCCn1ncccc1=O)c1nc2c(F)cccc2s1
  -13, -7
CC1CCC2(CC1)NC(=O)N(CC(N)=O)C2=O (centres undefined)
  -3, -7
O=C1OC(c2ccc(Cl)cc2)=N/C1=C\c1cccc(Cl)c1
  5, -5
Cc1nnc(C2CCCN(C(=O)c3cc(-c4cccs4)[nH]n3)C2)s1 (centres undefined)
  -8, -10
COc1cc2c(cc1OC)CN(C(=O)CSc1ncnc3sc(C)c(C)c13)CC2
  1, 0
O=C(Oc1ccccc1N1CCCCC1)c1ccc(Oc2cc(Cl)cc(Cl)c2)o1
  ., -1&-2
CCCCNC(=O)C1CCN(c2cc(C)c3cc(NC(C)=O)ccc3n2)CC1
  -6, -1
Cc1cc(NC(=O)CCCS(=O)(=O)c2nc(-c3cccs3)cc(C(F)(F)F)n2)no1
  3, -3
COc1ccc2ncc(C#N)c(N3CCC(C(=O)Nc4ccc(F)c(C)c4)CC3)c2c1
  0, 3
CC1CC(C)CN(S(=O)(=O)c2ccc(F)c(C(=O)NC3CCCCC3)c2)C1 (centres undefined)
  -2, -4
NCCS(=O)(=O)O
  ., 2
O=C(Cn1nnc(-c2ccccc2)n1)Nc1ccccc1C(=O)O
  4, -8
Cc1ccccc1NC(=O)c1ccc(C)c(S(=O)(=O)N(CCO)CCO)c1
  4, 4

Continuation:
Every second line gives: mHTT CaM bind, Pf apPOL inh
NNC(=S)Nc1ccc(F)cc1F
  ., -2&-1
O=C1CCCC2=C1C(c1ccccc1Cl)n1nc(-c3ccccc3)nc1N2 (centres undefined)
  -4, 1
COc1ccc(/C=C(\C#N)c2nc(-c3ccc(C)cc3)cs2)cc1
  -23, 0
COc1ccc(CCNC(=O)C2CCc3nc(N4CCCCC4)ncc3C2)cc1OC (centres undefined)
  7, 2
CCCC(=O)N1CCN(c2cc(Oc3ccc(F)c(F)c3)ncn2)CC1
  -2, -6
COCCC(=O)Nc1cnc(-c2ccc(C(F)(F)F)cc2)nc1
  -6, -2
Cc1nc2c(C(=O)NCc3ccco3)cnn2c(C)c1Cc1cccc(Cl)c1
  31, -5
Cn1c(N2CCOCC2)nc2c1c(=O)n(Cc1ccc(Cl)cc1)c(=O)n2C
  0, -13
COCCNC(=O)c1ccc(Oc2c(C)oc3cc(OC)ccc3c2=O)cc1
  -4, -7
O=C(CSc1nnc(-c2ccncc2)n1C1CCCCC1)Nc1ccc(F)cc1
  -4, -4
CCn1c(=O)c2c(ncn2Cc2cccc(F)c2)n(-c2cccc(C)c2)c1=O
  10, 6
O=C(c1cccc(F)c1)N1CCC(Nc2ncnc3c2CCC3)CC1
  2, 2
O=C(Nc1nc(-c2cc3ccccc3o2)cs1)C1CC1
  -4, 1
CCc1nnc(NS(=O)(=O)c2ccc(N3C(=O)C4CC=C(Cl)CC4C3=O)cc2)s1 (centres undefined)
  3, -4
COc1ccc(NC(=O)CSc2nc3ccccc3[nH]2)c([N+](=O)[O-])c1
  21, 3

Nothing new here: entries from further up.
Every second line gives: mHTT CaM bind, Pf apPOL inh
Cc1nc2c(C(=O)NCc3ccco3)cnn2c(C)c1Cc1cccc(Cl)c1
  31, -5
Cn1c(N2CCOCC2)nc2c1c(=O)n(Cc1ccc(Cl)cc1)c(=O)n2C
  0, -13
COCCNC(=O)c1ccc(Oc2c(C)oc3cc(OC)ccc3c2=O)cc1
  -4, -7
O=C(CSc1nnc(-c2ccncc2)n1C1CCCCC1)Nc1ccc(F)cc1
  -4, -4
CCn1c(=O)c2c(ncn2Cc2cccc(F)c2)n(-c2cccc(C)c2)c1=O
  10, 6

(cont.)
Every second line gives: mHTT CaM bind, Pf apPOL inh
Cc1cc2n[nH]nc2cc1Cl
  ., -29
O=S(=O)(c1ccc(Cl)cc1)N1CC2C3C=CC(C3)C2C1 (centres undefined)
  -27, 1
CN(CCCNC(=O)c1cn(C2CCCC2)c(=O)c2c1c1ccccc1n2C)Cc1ccccc1
  22, 2
CC1(C(=O)Nc2sc3c(c2C(N)=O)CCCCC3)CC1(Cl)Cl (centres undefined)
  5, -1
Cc1onc2c(=O)[nH]nc(-c3ccccc3)c12
  ., -4
Cc1c(NS(=O)(=O)c2ccc(Cl)cc2)cc(S(=O)(=O)c2ccccc2)c(O)c1C
  6, -1
CCNc1cc(N2CCC(CCC(=O)NCc3cccs3)CC2)ncn1
  6, -4
Cc1c(CNC(=O)C2C(C=C(Cl)Cl)C2(C)C)cnn1C (centres undefined)
  -4, -2
COCCNC(=O)c1c[nH]c2ccc(S(=O)(=O)N3CCc4ccccc4C3)cc2c1=O
  16, 2
Cc1ccn2c3c(c(C(=O)OCc4ccccc4)c2c1)C(=O)c1ccccc1C3=O
  7, -54
CC(CCc1ccccc1)NC(=O)c1cn(C)c(=O)c2c1c1ccccc1n2C (centres undefined)
  6, -1
COc1ccc(-c2cc(=O)c3cc(C)ccc3[nH]2)cc1
  5, -6
CCOCCCn1c(=N)c(C(=O)NC2CCCCC2)cc2c(=O)n3ccccc3nc21
  2, -3
COc1cccc(OC)c1OCc1nc(N)nc(N(C)C)n1
  -2, .
CCOCCCNC(=O)C1CCCN(c2nc3ccccc3o2)C1 (centres undefined)
  -10, -17

(cont.)
Every second line gives: mHTT CaM bind, Pf apPOL inh
COc1cccc(Oc2c(C)oc3c4c(ccc3c2=O)OCN(Cc2ccccn2)C4)c1
  100*, -88
Cc1ccc(NC(=O)CSc2nnc(-c3ccc(Cl)cc3Cl)n2N)c(C)c1
  0, -1
CCCOc1ccc(CC(=O)O)cc1OC
  4, -5
CN(/N=C/c1ccc(Cl)cc1)C1=NS(=O)(=O)c2ccccc21
  i, .
O=c1c2ccccc2ncn1C1CCN(S(=O)(=O)c2ccc(Cl)cc2)CC1
  0, -4
CCn1ccc(C(=O)Nc2ccccc2SC)n1
  -14, -3
C=C1c2cccc(OC)c2O[C@H](C(=O)OCC)[C@@H]1CC(CC)CCCC (some centres undefined)
  -31, 2
Fc1ccc(-n2cc(-c3noc(-c4cccc(F)c4)n3)nn2)cc1
  -5, 2
Cn1c(=O)c2c(nc3n(-c4ccc(F)cc4)c(-c4ccccc4)cn23)n(C)c1=O
  -1, 1
CCCN1N=C(C(=O)N2CCC(C)CC2)S(=O)(=O)c2ccccc21
  -6, -4
CCn1c(SC)nnc1-c1nn(C)c2c1CN(C(=O)c1ccc(C)c(C)c1)CC2
  8, -4
COc1cccc(CCC(=O)N2CCCN(c3ncccc3-c3nc(C4CC4)no3)CC2)c1
  -31, -7
O=C(CSc1nnnn1C1CCCCC1)Nc1ccccc1F
  -9, 3
CC(C)C1C(=O)NN(c2ccccc2)C1=S (centres undefined)
  -7, .
CC(=O)Nc1ccc(CN2CCN(c3ccc(Cl)cc3)CC2)cc1
  0, -5

Next entries:
Every second line gives: mHTT CaM bind, Pf apPOL inh
O=C(Nc1cccc(Cl)c1)c1cc(S(=O)(=O)N2CCCC2)ccc1F
  -10, -5
Cn1c(=O)c([N+](=O)[O-])c(N2CCN(Cc3ccc(Cl)cc3Cl)CC2)c2ccccc21
  28, -2
C=CCN(c1ccccc1)S(=O)(=O)c1ccc2c(c1)CC(C)N2C(C)=O (centres undefined)
  -1, -12
CC(C)n1c(=O)c(NCc2ccc(F)cc2)nc2ccncc21
  -3, -20
Cc1ccc(N2C(=O)C3N=NN(c4ccccc4)C3C2=O)cc1Cl (centres undefined)
  9, -1
CC(C)c1cc(C(=O)Nc2ccc(F)c(Cl)c2)nc2ccnn12
  -36, 0
O=C(CCc1ccc2nc[nH]c2c1)Nc1ccc(Cl)cc1
  -3, -2
CSc1ccc(/C=C2\N=C(c3cc([N+](=O)[O-])ccc3Cl)OC2=O)cc1
  0, 2
O=C(CSc1nc2ncccc2[nH]1)Nc1ccc(Cl)cc1Cl
  -2, -1
O=C(c1ccc(CSc2ccccc2)cc1)N1CCN(c2ccc(F)cc2)CC1
  8, -11
COc1ccccc1CC(=O)Nc1nc2ccc(S(C)(=O)=O)cc2s1
  5&2, -2&-3
NC(CC1CC1(Cl)Cl)=NOC(=O)c1ccccc1 (centres undefined)
  ., -4
COc1ccc(Cl)cc1Nc1nc(-c2sc(N)nc2C)cs1
  82*, -9
Cc1ccc(N(C)S(=O)(=O)c2ccc3[nH]cc(C(=O)NCC4CCCO4)c(=O)c3c2)cc1C (centres undefined)
  30, -13
Cc1ccc(S(=O)(=O)NC(=NC(Cc2ccccc2)C(=O)O)c2ccccc2)cc1 (centres undefined)
  1, 0

The results go on.
Every second line gives: mHTT CaM bind, Pf apPOL inh
O=C(c1ccccc1)N1CCCC(C(=O)N2CCC(Cc3ccccc3)CC2)C1 (centres undefined)
  13, -3
O=C(Cc1cccc(F)c1)NCC1CCN(c2cc(-c3ccncc3)[nH]n2)CC1
  13, -7
Cc1ccc(C=C2Oc3cc(OC(=O)c4ccc([N+](=O)[O-])cc4)ccc3C2=O)o1
  -4, -5
COc1ccc(CCNC(=O)c2ccc(CN3CCOCC3)cc2)cc1
  0, -3
Nc1nnnn1NCc1ccco1
  -2, .
CCc1ccc(S(=O)(=O)N2CCCC2c2nc(-c3cccc(Cl)c3)no2)cc1 (centres undefined)
  -17, 2
Cc1ccc(NC(=O)c2ccc(N3C(=O)CCC3=O)cc2)cc1
  6, 4
CC(=O)c1ccc(N2CCN(Cc3ccncc3)CC2)cc1
  1, -2
CCCCC(CC)CN1C(=O)/C(=C/c2c(NCc3ccco3)nc3ccccn3c2=O)SC1=S (centres undefined)
  11, .
CCOc1ccccc1N(C)C(=O)C1c2cc(OC)c(OC)cc2C(=O)N(C)C1c1cccnc1 (centres undefined)
  0, -12
O=C(NCc1ccccc1)c1ccc(NC(=O)N2CC3CCCN3c3ccccc32)cc1 (centres undefined)
  19, 2
COc1ccc2nc(N3CCCC(C(=O)NCc4ccccc4)C3)sc2c1 (centres undefined)
  9, 0
COc1cc(OC)cc(N2C=C(C#N)S(=O)(=O)c3ccc(C)cc32)c1
  -8, -1
O=C(O)CC(NCc1ccc(Cl)c([N+](=O)[O-])c1)c1ccco1 (centres undefined)
  2, 27
CCOCCCNC(=O)CCc1nc2ccccc2n(Cc2ccccc2C)c1=O
  5, -4

The list goes on.
Every second line gives: mHTT CaM bind, Pf apPOL inh
OCCN1CCN(C2CCN(Cc3ccccn3)CC2)CC1
  5, -10
COC(=O)c1c(NC(=O)c2ccccc2Cl)csc1C
  ., -2
COc1ccc(C2CC(c3ccccc3F)n3nnnc3N2)cc1 (centres undefined)
  1, 4
CCOC(=O)N1CCN(C(=O)C2CC(c3ccc(OC)cc3)=NO2)CC1 (centres undefined)
  -8, 3
CCCCOc1ccc(S(=O)(=O)N2CCSC2c2cccc([N+](=O)[O-])c2)cc1 (centres undefined)
  0, -1
CC(C)c1cc(C2CCCN2C(=O)c2cc(-c3cccs3)on2)on1 (centres undefined)
  -11, -4
COc1ccccc1NC(NC(=O)c1cccc([N+](=O)[O-])c1)C(Cl)(Cl)Cl (centres undefined)
  47, 1
CC(Oc1ccccc1)C(=O)Nc1ccc(C(=O)Nc2ccccc2C(=O)O)cc1 (centres undefined)
  41, -14
Cc1cc(NC(=O)NCc2ccccc2)c(C(F)(F)F)o1
  ., -16&-16
Cc1nc(-c2ccc(C(=O)N3CCC(C)CC3)cc2)cs1
  -1, -7
N#Cc1sc2nc(-c3ccccc3)c3c(c2c1N)CCCC3
  -24, 0
O=C(CSc1cn(CCNC(=O)c2ccccc2F)c2ccccc12)Nc1ccccc1
  34, 1
Cc1ccc(C(=O)N2CCc3sc(C(=O)NCc4ccc(C)o4)cc3C2)cc1
  22, -2
CCC(C)[C@H]1COCCS(=O)(=O)N1Cc1ccc(Cl)cc1Cl (some centres undefined)
  -9, -2
O=C(CN1CCCCC1)N1CCN(C(=O)c2ccccc2)C1
  1, -2

More structures follow:
Every second line gives: mHTT CaM bind, Pf apPOL inh
CCC(=O)Nc1c2c(nn1-c1ccc(C)cc1)CS(=O)C2 (centres undefined)
  2, 0
O=C(COc1ccc(Cl)cc1)Nc1cccc(C(F)(F)F)c1
  -71, 0
Cn1nc(-c2nc(C3CC3)no2)c2c1CCN(C(=O)c1ccccc1Cl)C2
  10, -2
COC(=O)c1cccc(NC(=O)C2CC(=O)N(c3ccccc3)C2)c1 (centres undefined)
  8, -2
CCCNC(=O)C1CC(=O)N(CCc2c[nH]c3ccc(F)cc23)C1 (centres undefined)
  -5, -4
COC(=O)C1CN(C2CCCC2)CCS(=O)(=O)N1Cc1ccc(C(F)(F)F)cc1 (centres undefined)
  33, -1
CCCCOc1ccc(CN2CCOCC2)cc1
  0, -8
Cc1cc(C#N)c2c(c1)CCCCCCCCCC2
  ., -3
Cc1ccc(COCc2nn(C)c3c2CN(C(=O)Cc2ccc(F)cc2)CC3)cc1
  15, -7
CNc1nccc(N2CCC(CC(=O)NCc3ccc(F)cc3F)CC2)n1
  6, -6
Cn1c(Cl)cnc1C1CC(=O)c2cc(Cl)ccc2O1 (centres undefined)
  16, 0
COc1ccccc1Oc1coc2c3c(ccc2c1=O)OCN(C1CCCC1)C3
  0, -3
Cc1ccc(C)c2sc(N(CC3CCCO3)C(=O)c3ccc(Br)o3)nc12 (centres undefined)
  -13, 6

An excerpt from above in order of length of the SMILES, high to low:
Every second line gives: mHTT CaM bind, Pf apPOL inh
Cc1ccc(C)c2sc(N(CC3CCCO3)C(=O)c3ccc(Br)o3)nc12 (centres undefined)
  -13, 6
COC(=O)c1cccc(NC(=O)C2CC(=O)N(c3ccccc3)C2)c1 (centres undefined)
  8, -2
CCCNC(=O)C1CC(=O)N(CCc2c[nH]c3ccc(F)cc23)C1 (centres undefined)
  -5, -4
Cc1cc(C#N)c2c(c1)CCCCCCCCCC2
  ., -3
